Compound activity: PubChem, NCI
NCI-60 one-dose screen, 48 h, at 10 µM unless noted. Numbers give growth in % (100 = growth as untreated, 0 = no growth, -100 = all killed).
SW-620: SW-620 colon cancer; 82,000 compounds, 5.2% hits; AID 1794795
HCC-2998: HCC-2998 colon cancer; 79,000 compounds, 4.7% hits; AID 1794799
HCT-116: HCT-116 colon cancer. 82,000 compounds, 7.3% hits. AID 1794798
HCT-15: HCT-15 colon cancer | 82,000 compounds, 5.2% hits
UO-31: UO-31 renal cancer; 81,000 compounds, 5.2% hits; AID 1794768
SN12C: SN12C renal cancer cells | 81,000 compounds, 3.8% hits | AID 1794767
TK-10: TK-10 renal cancer cells; 81,000 compounds, 3.9% hits; AID 1794769
HT29: HT29 colon cancer | 81,000 compounds, 7.4% hits | AID 1794748
786-0: 786-0 renal cancer cells | AID 1794775 | 81,000 compounds, 5.1% hits
Active calls of the source: *; . = not tested or not shown. How the source made its calls: active means growth percent below 10; inactive means the rest.

SMILES	SW-620	HCC-2998	HCT-116	HCT-15	UO-31	SN12C	TK-10	HT29	786-0
CCC(c1nnc(-c2ccccc2)o1)N(C)c1cccc(-c2ccc3c(c2)OCCO3)c1C (stereo not given)	100.1	94.4	103.0	97.0	76.3	90.0	97.9	94.5	100.2
CCCCN1C(=O)CC(SC2CC(=O)N(CCCC)C2=O)C1=O (stereo not given)	109.9	.	104.9	119.6	.	101.9	102.5	76.1	112.4
CC(=O)c1nc2ccccc2n1CCn1cc(CC(N)C(=O)O)c2ccccc21 (stereo not given)	114.4	102.4	105.7	96.3	69.4	93.7	102.4	.	114.7
COc1ccc(-c2nc(NN)c3c(C)nn(-c4ccc(F)cc4)c3n2)cc1	22.9	76.6	18.7	31.2	51.2	44.5	77.3	7.1*	38.6
Nc1ccc2ccccc2c1C(=O)c1ccccc1	109.7	.	97.1	.	58.9	100.8	103.2	94.3	107.0
COc1ccc(/C=C(/c2ccc([N+](=O)[O-])cc2)c2nn[nH]n2)c2ccccc12	101.2	117.6	102.2	101.4	86.6	96.0	129.0	110.9	99.0
O=C(Nc1ccc(S(=O)(=O)NC2CCCCCC2)cc1)C(c1ccccc1)S(=O)(=O)c1ccc(F)cc1 (stereo not given)	24.6	15.4	5.6*	2.7*	-44.2*	12.6	6.9*	-14.1*	20.4
C(=C(\C1=NCCN1)n1ccc2ccccc21)/c1cccc2ccccc12	78.7	81.6	37.3	77.3	60.3	67.4	87.6	57.3	.
C#CCCN(Cc1ccccc1OC)Cc1ccccc1S(=O)(=O)c1ccccc1	85.3	95.0	60.9	85.6	69.8	88.3	93.4	67.1	83.4
Cc1c(C(N)=O)cc([N+](=O)[O-])cc1[N+](=O)[O-]	99.1	96.4	105.3	102.6	76.2	101.5	111.2	109.8	109.0
CNC1=C([N+](=O)[O-])C(c2ccc(OC)cc2)c2c([nH]c(=O)[nH]c2=O)N1 (stereo not given)	102.8	109.5	101.7	96.3	87.8	101.0	103.2	105.3	106.2
O=c1c2sc3ccccc3c2nc2c(-c3ccccc3)n[nH]n12	99.8	100.1	90.2	104.3	71.4	87.4	128.9	122.5	102.1
Cc1cc(N2CCOCC2)nc(N(CCCNc2ccnc3cc(Cl)ccc23)Cc2ccc3c(c2)OCO3)n1	-3.8*	-58.2*	-76.9*	-31.6*	-32.3*	21.0	-66.0*	-61.0*	-79.0*
COC(=O)CSC1=C(C)C(=O)c2ccccc2C1=O	100.4	115.9	83.0	72.6	64.3	88.0	141.0	112.9	102.9
Cc1cccc(C)c1OCCN(C)C	105.5	96.8	97.0	107.5	94.8	103.3	90.7	93.2	108.5
CN(C)C(=S)Oc1ccccc1C1SCCS1	99.1	121.4	108.9	91.9	66.8	94.3	106.6	106.5	100.3
Cc1ccccc1NC(=O)NC(CC(N)=O)c1ccc2c(c1)nc(-c1cccc(Oc3ccc(C(C)(C)C)cc3)c1)n2CCCN1CCCCC1C (stereo not given)	-62.2*	.	-73.7*	92.3	88.6	59.1	31.1	-34.6*	26.7
N=C(N)SCC(=O)c1ccccc1	108.4	102.1	104.4	105.0	84.7	.	90.0	87.4	100.0
CCSc1ccc(C)cc1	101.3	102.3	109.2	105.6	97.5	.	153.2	133.3	98.1
CC/C(=C\c1ccc2c(c1)COC2)c1nc2ccccc2c(=O)[nH]1	99.9	100.9	97.8	95.7	93.1	99.2	127.2	98.6	99.0

Not a retest: an excerpt of the list.
SMILES	SW-620	HCC-2998	HCT-116	HCT-15	UO-31	SN12C	TK-10	HT29	786-0
CCC(c1nnc(-c2ccccc2)o1)N(C)c1cccc(-c2ccc3c(c2)OCCO3)c1C (stereo not given)	100.1	94.4	103.0	97.0	76.3	90.0	97.9	94.5	100.2
CCCCN1C(=O)CC(SC2CC(=O)N(CCCC)C2=O)C1=O (stereo not given)	109.9	.	104.9	119.6	.	101.9	102.5	76.1	112.4

Next records.
SMILES	SW-620	HCC-2998	HCT-116	HCT-15	UO-31	SN12C	TK-10	HT29	786-0
COc1ccc(-c2nnc3ccc(-n4nc(C)cc4C)nn23)cc1	104.9	109.7	100.1	95.6	.	83.2	79.6	97.4	87.8
COc1cccc(/C=N/N(C)C)c1O	95.2	111.2	102.6	100.3	92.3	80.2	101.3	99.4	105.6
C#C[C@]1(O)CCC2C3CCC4=C(CCC(=O)C4)C3CC[C@@]21C (stereo not given in full)	116.9	115.2	112.4	109.6	112.8	102.1	117.3	111.1	117.1
CC1=C(C)C(=O)C(N2CCCCC2C)=CC1=O (stereo not given)	109.0	118.6	97.1	104.0	81.8	107.0	115.1	119.7	100.7
Cc1cccc(N2C(=O)CC(c3ccc4c(c3)OCO4)C3=C2COC3=O)c1 (stereo not given)	106.2	98.3	119.0	102.8	90.4	112.8	105.1	97.3	117.4
O=c1cc(CO)oc(C(c2cn(-c3ccc(Cl)cc3)nc2-c2ccc(O)cc2)c2oc(CO)cc(=O)c2O)c1O	105.8	110.7	106.4	100.0	83.9	101.2	.	111.1	99.6
COc1ccc(/C=C(/C(=O)NS(=O)(=O)c2ccc(Cl)cc2)c2cc(OC)c(OC)c(OC)c2)cc1OC	107.9	99.2	99.6	105.2	94.2	98.2	122.9	101.2	99.5
O=C1CSC(c2ccc(Br)cc2)Nc2n[nH]c(-c3ccccc3)c21 (stereo not given)	101.5	89.0	88.9	97.2	73.8	99.6	120.2	94.6	98.7
COc1cc(C=Nc2oc(-c3ccccc3)c(-c3ccccc3)c2C#N)cc(CN2CCCCC2)c1O	104.3	102.2	95.0	95.4	73.6	99.5	107.0	102.0	101.6
Cc1nc2ccccc2c(/C=C/c2ccc(Cl)cc2)c1C(=O)c1ccccc1	85.3	93.6	59.8	77.1	58.5	82.6	98.3	69.2	93.6
Cc1ccc(C2=NN(c3cc(Cl)cc(Cl)c3)C(c3cccc(Nc4ccnc5cc(C(F)(F)F)ccc45)c3)C2)cc1 (stereo not given)	98.5	90.2	111.3	98.5	84.4	97.6	101.4	97.2	112.8
COc1ccc(CC(C)=C(c2ccc(OCCN3CCCCCC3)cc2)c2ccc(OCCN3CCCCCC3)cc2)cc1	-90.5*	-91.8*	-55.1*	-95.9*	-98.8*	-92.4*	-87.3*	-85.0*	-72.1*
O=[N+]([O-])c1ccc2nc(Cl)sc2c1	110.4	98.0	99.6	99.2	85.7	95.6	80.1	90.9	99.3
Cc1ccc(Cc2cnc(NC(=O)CN3C(=O)S/C(=C\c4cc(Cl)ccc4Cl)C3=O)s2)cc1	101.4	98.9	108.8	100.2	95.3	103.0	96.0	110.0	105.4
CC(=O)/C(=C\N1CCNC1=S)C(=O)Nc1ccccc1	109.1	108.1	99.0	103.8	85.7	100.7	147.1	106.5	102.6
CC(=O)Nc1ccccc1-c1n[nH]c(=O)[nH]c1=O	96.4	116.1	104.1	102.1	79.1	104.0	.	90.7	98.4
O=C(Cc1ccccc1)Nc1cccc(N=Cc2c(O)ccc3ccccc23)c1	93.1	108.1	90.4	98.7	55.4	85.5	98.3	94.8	102.1
CCCCSc1ncc(C)c(N(C)C)n1	104.8	105.0	99.4	97.9	90.8	102.7	97.3	102.5	83.7
O=C1CSC2=Nc3c(sc4ccc(Cl)cc34)C(c3ccc4ccccc4c3)N12 (stereo not given)	103.9	130.1	92.4	99.3	63.7	90.1	119.4	100.5	97.3
O=C(O)CCCCCNC(=O)OCc1ccccc1	95.2	104.7	92.9	103.2	72.9	97.0	109.2	108.3	102.4
O=C1CSC(c2cccc(Oc3ccccc3)c2)N1CCc1cccs1 (stereo not given)	90.2	87.9	80.5	96.6	67.6	119.1	82.1	92.4	95.9
CCOC(=O)COc1ccc(OC)cc1	111.3	101.2	94.0	100.4	92.9	99.5	101.0	94.0	98.9
CC(=O)Oc1cc(NS(=O)(=O)c2ccc(C)cc2)ccc1C(=O)O	104.8	99.6	97.2	104.9	92.0	109.7	91.6	100.1	108.6
NCC(O)C(O)C(O)C(O)CO (stereo not given)	97.2	99.1	86.4	106.3	93.2	96.2	88.5	95.9	99.2
O=C(O)c1ccc(-n2cc(CNc3cccc(Br)c3)c(-c3ccc(C(F)(F)F)cc3)n2)cc1	85.0	92.9	63.6	49.1	61.3	77.9	106.4	84.2	108.7
CN(C)CCCn1c2c(c3ccccc31)CCCCC2	96.3	108.6	81.2	97.1	107.7	95.0	88.8	75.4	81.6
Nc1nc(-c2n[nH]c(=S)n2-c2ccc(Oc3ccccc3)cc2)cs1	107.2	104.2	101.3	103.0	74.3	95.6	110.1	104.4	96.8
O=C(C[C@@]1(O)C(=O)Nc2c(Cl)ccc(Cl)c21)c1ccc(C2CC2)cc1	19.4	9.4*	.	19.1	37.9	32.2	70.4	12.4	.
CC1(C)COC(=S)N1	109.5	105.7	104.7	102.7	90.7	93.5	101.0	104.3	99.7
CCOC(=O)c1cc(C(=O)c2ccc(Br)cc2)n2ccc(OC)cc12	101.2	96.4	89.2	102.6	97.7	96.1	93.3	91.9	82.1
CC(C)(C)NC(=O)C1C2C=CC(O2)C1C(=O)O (stereo not given)	110.0	115.9	104.9	101.7	89.4	101.2	113.8	97.2	106.3
CN1c2ccccc2C(=O)N(NC(=O)Nc2ccc(F)cc2)C1c1ccccc1 (stereo not given)	134.9	107.5	90.8	85.7	59.9	99.9	98.8	106.8	87.1
N#Cc1c(-c2ccccc2)cc(-c2ccccc2)n(CCCCC(=O)Nc2ccccc2N)c1=O	92.6	93.8	64.2	59.7	26.4	62.9	98.0	67.7	67.1
COc1ccc(OC)c(/C=N/Nc2ncnc3c2c(C)nn3C)c1	106.6	102.4	109.0	100.3	82.9	91.4	105.2	88.3	102.3
CN1CCn2c(c(Sc3ccc(C(=O)NO)cc3)c3ccccc32)C1=O	-14.4*	-37.8*	-39.3*	14.6	59.0	-3.0*	.	44.3	39.8
O=C(Cn1cc(-c2ccc3c(c2)ncn3-c2ccccc2)cn1)NCCn1cc(COCCOCCNc2cccc3c2C(=O)N(C2CCC(=O)NC2=O)C3=O)nn1 (stereo not given)	98.4	107.2	109.2	101.2	95.3	93.5	103.9	107.7	104.2
COc1ccccc1NC(=O)C1CCC(=O)N1c1ccc(F)cc1 (stereo not given)	101.0	109.0	96.4	98.6	88.8	103.0	111.6	103.9	101.0
O=C1/C(=C/c2ccc(Cl)cc2)CCc2ccccc21	70.2	98.4	100.0	96.4	84.6	93.1	87.4	92.6	93.1
C[N+]1=C(/C=C/c2ccc(I)cc2)C(C)(C)c2ccccc21	51.5	102.7	87.2	86.6	83.5	.	89.2	97.2	97.4
CCOC(=O)c1cnc2c(C)cc(C)cc2c1Nc1ccc(OC)c(OC)c1	96.2	116.7	75.9	97.0	51.5	89.3	118.3	95.5	99.9

Reformatted: entries from further up
structure: CC(=O)Oc1cc(NS(=O)(=O)c2ccc(C)cc2)ccc1C(=O)O
  SW-620 = 104.8
  HCC-2998 = 99.6
  HCT-116 = 97.2
  HCT-15 = 104.9
  UO-31 = 92.0
  SN12C = 109.7
  TK-10 = 91.6
  HT29 = 100.1
  786-0 = 108.6

structure: CCOC(=O)COc1ccc(OC)cc1
  SW-620 = 111.3
  HCC-2998 = 101.2
  HCT-116 = 94.0
  HCT-15 = 100.4
  UO-31 = 92.9
  SN12C = 99.5
  TK-10 = 101.0
  HT29 = 94.0
  786-0 = 98.9

structure: CCOC(=O)c1cc(C(=O)c2ccc(Br)cc2)n2ccc(OC)cc12
  SW-620 = 101.2
  HCC-2998 = 96.4
  HCT-116 = 89.2
  HCT-15 = 102.6
  UO-31 = 97.7
  SN12C = 96.1
  TK-10 = 93.3
  HT29 = 91.9
  786-0 = 82.1

structure: CN(C)CCCn1c2c(c3ccccc31)CCCCC2
  SW-620 = 96.3
  HCC-2998 = 108.6
  HCT-116 = 81.2
  HCT-15 = 97.1
  UO-31 = 107.7
  SN12C = 95.0
  TK-10 = 88.8
  HT29 = 75.4
  786-0 = 81.6

(cont.)
SMILES	SW-620	HCC-2998	HCT-116	HCT-15	UO-31	SN12C	TK-10	HT29	786-0
Cc1ccc(-c2cc3nc(N(C)C)nc(-c4ccco4)n3n2)cc1	83.9	89.3	60.0	97.0	58.2	88.3	111.6	87.5	55.6
COc1ccc(-c2nonc2NC(=O)c2cccc(C)c2)cc1OC	107.9	102.3	95.1	73.2	89.7	89.3	100.2	85.2	89.9
O=c1[nH]c2c(ccc3c2cnn3-c2ccc(Cl)cc2)cc1S(=O)(=O)c1ccccc1	100.2	96.5	88.8	92.6	78.6	102.1	119.2	108.6	97.3
CC(C)(O)C(=O)O	109.8	118.8	100.3	104.9	95.2	101.6	98.9	104.2	95.4
COc1cccc(-c2nn(-c3ccccc3)cc2-c2ccnc(NCCCNC(=O)c3ccc(F)cc3)c2)c1	33.0	40.2	13.1	24.9	40.5	62.6	57.8	11.7	38.2
N#Cc1ccc(-c2nn(-c3ccc(C(=O)O)cc3)cc2CNc2cccc(Br)c2)cc1	61.2	4.2*	19.9	35.5	60.5	59.2	102.0	50.7	45.0
O=C1CC2C=CCN2C=C1c1ccc(F)cc1 (stereo not given)	109.8	99.5	98.7	107.9	94.7	109.9	92.3	94.5	97.0
O=C(Cl)c1cccc2c([N+](=O)[O-])cccc12	106.8	104.7	97.8	99.8	96.3	90.9	106.2	115.3	97.1
N#Cc1c2ncccc2c2nnc3cc(Cl)c(Cl)cc3n12	78.7	75.6	78.7	82.9	76.3	110.0	67.7	95.2	107.8
COc1ccc2nc(NC(=O)c3cccnc3Nc3ccc(S(N)(=O)=O)cc3)sc2c1	108.6	114.0	93.5	94.2	126.3	109.8	99.0	105.8	78.3
C/C(=C/CC1=C(O)c2ccccc2C(=O)C1=O)CO	96.0	114.1	98.6	113.7	78.3	107.2	120.9	96.8	100.2
O=C(Nc1cccc([N+](=O)[O-])c1)c1cccc([N+](=O)[O-])c1	102.8	104.5	95.3	100.2	83.7	93.4	94.0	97.2	104.1
CNc1nnnn1Cc1ccccc1	109.3	104.0	101.2	105.7	94.5	107.8	131.0	109.6	92.6
COc1cc(/C=C2/N=C(c3ccccc3)N(C(=O)c3ccc4ccccc4c3)NC2=O)ccc1O	97.9	99.8	92.1	94.5	87.2	93.2	112.9	105.1	99.4
CCOC(=O)C(CCc1ccccc1[N+](=O)[O-])C(=O)OCC	89.3	113.0	103.8	100.1	88.8	98.3	106.5	100.0	108.6
